Screening results (PubChem)
CAL-PDZ inh HTS: CAL PDZ (human) peptide binding inhibition | Q9HD26 | purified CAL PDZ, TMR-peptide fluorescence polarization, 1 h | inhibition, % at 24.9 µM | actives 0.92% (n = 300,000);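 active means mean inhibition of at least 30% with at least half of replicates also reaching 30%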;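 further: 0% = DMSO neutral control and 100% = excess unlabeled competitor peptide PRC23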
HTR5A ag ctr: counter-screen for OPRM1-OPRD1 agonists: human HTR5A agonism | actives 0.61% (n = 340,000) | activation, % at 9.3 µM | P47898 | HTR5A agonist assay, luminescence, cell-based; in the data active means activation mostly above about 9.5%, no sharp cut-off; inactive means mostly below about 7.6%;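 further: 0% = cells with vehicle only and 100% = reference agonist; strong numbers were not always called active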
Target sequence (P47898 whole entry, looked up): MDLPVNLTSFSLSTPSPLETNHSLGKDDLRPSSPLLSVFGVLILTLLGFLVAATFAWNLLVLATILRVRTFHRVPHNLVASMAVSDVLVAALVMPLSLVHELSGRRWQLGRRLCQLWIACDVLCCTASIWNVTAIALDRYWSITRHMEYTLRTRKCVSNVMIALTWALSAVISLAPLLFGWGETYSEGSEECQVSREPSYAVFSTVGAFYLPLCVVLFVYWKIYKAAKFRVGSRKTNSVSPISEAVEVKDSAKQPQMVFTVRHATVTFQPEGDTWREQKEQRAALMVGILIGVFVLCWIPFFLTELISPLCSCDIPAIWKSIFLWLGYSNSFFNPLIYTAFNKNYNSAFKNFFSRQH
LANA DNA inh: blocks KSHV LANA C-terminal domain binding to DNA. MBP-C-LANA/FAM-LBS DNA binding, fluorescence polarization. inhibition, % at 9 µM. actives 0.078% (n = 340,000). AID 504423;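 active means highest replicate inhibition at or above 60% at 9 µM, even if other replicates fall short; inactive means all replicates below 60% inhibition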;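 further: 0% = neutral control wells and 100% = 4 µM acridine orange control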
MOR-DOR inv ag: mu-delta opioid heterodimer inverse agonism. AID 504357. inhibition, % at 9.3 µM. cell-based MOR-DOR heterodimer luminescence. P35372+P41143. actives 0.21% (n = 340,000); in the data active means inhibition above about 22%, passing the limit was not always enough;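 further: 0% = cells with DMSO and 100% = wells without cells with DMSO; values of inactives mirror those of a sister screen read the other way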
Cardiac RTF inh: cardiac RTF calcium desensitization; P19429+P45379; IANBD-labeled cardiac RTF, Ca2+ fluorescence; inhibition, % at 7.15 µM; actives 0.12% (n = 340,000);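 active means inhibition above the mean inhibition of all tested compounds plus 3 SD, cut at about 17% in these data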;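 further: assay run at fixed EC70 calcium of 1.6 mM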
HTR5A inv ctr: HTR5A inverse agonism, opioid heterodimer counter-screen; P47898; HTR5A cell line, luminescence; inhibition, % at 9.3 µM; actives 0.083% (n = 340,000); AID 504634; in the data active means inhibition mostly above about 23%, no sharp cut-off; inactive means mostly below about 18%;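 further: 0% = cells with DMSO and 100% = no-cell wells with DMSO; some compounds called inactive have numbers as strong as hits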
Keap1 Nrf2 FP: Keap1-Nrf2 (human) interaction inhibition; inhibition, % at 9.4 µM; Keap1 Kelch-Nrf2 peptide fluorescence polarization, 1536-well; Q14145; actives 0.15% (n = 340,000); in the data active means inhibition above about 12%;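 further: human Keap1 Kelch domain with fluorescein labeled Nrf2 9mer peptide probe; 0% = neutral control wells and 100% = peptide positive control; higher means more block of Keap1 binding to Nrf2 peptide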
Target sequence (Q14145 whole entry, looked up, the tested form may be a part): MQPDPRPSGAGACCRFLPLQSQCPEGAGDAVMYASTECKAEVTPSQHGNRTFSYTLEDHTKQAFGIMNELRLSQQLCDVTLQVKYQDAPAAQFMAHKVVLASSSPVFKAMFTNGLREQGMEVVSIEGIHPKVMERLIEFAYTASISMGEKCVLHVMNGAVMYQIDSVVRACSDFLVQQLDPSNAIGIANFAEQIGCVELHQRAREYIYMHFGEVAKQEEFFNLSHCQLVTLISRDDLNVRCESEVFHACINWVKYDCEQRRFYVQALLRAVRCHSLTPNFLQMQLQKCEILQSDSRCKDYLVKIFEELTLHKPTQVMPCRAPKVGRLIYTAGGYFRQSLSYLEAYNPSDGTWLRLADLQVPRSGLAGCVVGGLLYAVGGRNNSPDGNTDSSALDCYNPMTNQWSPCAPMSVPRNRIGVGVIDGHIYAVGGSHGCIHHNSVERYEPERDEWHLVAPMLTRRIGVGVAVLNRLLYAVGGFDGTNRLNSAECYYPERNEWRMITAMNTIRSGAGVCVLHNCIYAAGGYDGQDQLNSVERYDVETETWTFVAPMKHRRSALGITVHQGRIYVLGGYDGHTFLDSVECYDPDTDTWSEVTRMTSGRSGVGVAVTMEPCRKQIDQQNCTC
V-ATPase pH: yeast V-ATPase proton transport regulation by pHLuorin. S. cerevisiae, pHLuorin cytosolic pH fluorescence. response, % at 10 µM. actives 0.37% (n = 350,000); in the data active means response mostly above about 7.3%, no sharp cut-off; inactive means mostly below about 5.4%; further: actives read high; inactives centre near 0; some compounds called inactive have numbers as strong as hits; reference of the scale not given here
OPRM1-OPRD1 ag: OPRM1-OPRD1 heterodimerization agonism; P35372+P41143; cells, luminescence; activation, % at 9.3 µM; actives 0.3% (n = 340,000); in the data active means activation above about 18%;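 further: 0% = vehicle-treated cells and 100% = reference agonist; values of inactives mirror those of a sister screen read the other way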
RTF Ca sens act: cardiac RTF calcium sensitization | IANBD-labeled TnC RTF fluorescence at EC20 calcium; 0% EC20 calcium, 100% full calcium | actives 0.24% (n = 340,000) | activation, % at 7.2 µM | P19429+P45379;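 active means activation above the mean over all tested compounds plus 3 SD, cut at about 30% in these data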;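 further: rise in fluorescence read as greater calcium sensitivity of cardiac thin filaments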
* marks the source's active call; other numbers are inactive results; . = no result given. Rows are unselected; overall some 2.8% were active at least once.

SMILES	CAL-PDZ inh HTS	HTR5A ag ctr	LANA DNA inh	MOR-DOR inv ag	Cardiac RTF inh	HTR5A inv ctr	Keap1 Nrf2 FP	V-ATPase pH	OPRM1-OPRD1 ag	RTF Ca sens act
CN(C)c1ccc(/C=C/c2ccc3c4ccccc4ccc3[n+]2-c2ccccc2)cc1	-5	-6	-14	-77	5	16	-7	-2	16	1
O=C(CCc1c[nH]c2ccccc12)N1CCN(c2ccc(F)cc2)CC1	.	-2	-0.3	8	-6	-13	-1	1	-1.6	4
CCOC(=O)C1CCCN(c2nc3ccccc3nc2NS(=O)(=O)c2ccc(C)cc2)C1 (configuration not stated)	.	-5	0.0	9	-10	-11	-2	1	-2.2	1
Cc1ccc(-c2cc(-c3n[nH]c(=S)n3C)c3ccccc3n2)cc1	-3	-5	1.0	-2	1	13	0	0	0.3	-1
CCOC(=O)c1c(OCCO)nn(-c2ccccc2)c1N	1	5	-0.1	11	-6	-13	0	4	-2.0	4
O=C(COc1ccccc1)Nc1ccccc1Cl	3	2	1.8	-18	8	-14	-4	0	2.4	-4
Cc1cc(CNC(=O)c2cc(COc3ccc(F)c(F)c3)on2)nn1C	-4	-2	1.8	8	-3	-15	0	4	-1.1	-1
COc1ccc(NC(=O)CN2C(=O)NC(c3ccccc3)(c3ccccc3)C2=O)cc1OC	-4	3	0.5	14	7	-8	-4	-2	-2.7	0
COc1ccc(OC)c(NC(=O)CSc2nnc(-c3ccncc3)s2)c1	-4	2	-0.1	15	-8	-6	-6	-1	-3.0	-2
COC(=O)Cc1c(C)nc2nc(Cc3ccccc3)[nH]n2c1=O	2	-4	-0.9	11	-1	10	1	-1	-2.6	1
CCCOc1ccccc1N/C(N)=N/c1nc(C)cc(C)n1	-1	1	1.3	1	-1	-3	-6	0	-0.1	2
Cn1c(SCC(=O)N/N=C/c2cccnc2)nnc1-c1ccccc1	.	6	-0.5	3	0	-14	-4	-7	-0.6	7
COCCN1C(=O)C(=O)/C(=C(/O)c2cccc(OC)c2)C1c1ccncc1 (configuration not stated)	-3	-3	2.0	7	-4	-2	1	-3	-1.3	-2
CC(C(=O)O)N1C(=O)c2ccccc2C1=O (configuration not stated)	2	0	-1.1	11	9	-18	-4	3	-1.9	2
c1ccc(CCn2nnnc2C(c2cccnc2)N2CCN(c3nc4ccccc4s3)CC2)cc1 (configuration not stated)	-4	0	1.1	2	0	-11	5	0	-0.3	-2
COc1ccc(NC(=O)CSc2nc3ccccc3c(=O)n2CCCO)cn1	-9	3	2.6	9	-5	-6	-2	-1	-2.2	-4
Cc1ccc(C(C2=C(O)CC(C)(C)CC2=O)C2C(=O)CC(C)(C)CC2=O)s1 (configuration not stated)	-2	6	0.9	3	3	-11	-2	2	-0.5	0
O=C(C1CCN(S(=O)(=O)c2ccc(Br)s2)CC1)N1CCc2ccccc21	3	5	1.5	-5	0	-15	-2	5	0.9	12
COc1ccc(N2CCN(C(=O)CN3C(=O)NC(c4ccc(OC)cc4)(c4ccc(OC)cc4)C3=O)CC2)cc1	-5	5	0.1	12	-5	7	2	-2	-2.2	-2
O=C(NC1CCc2ccccc21)C1CCN(S(=O)(=O)c2ccc(Cl)cc2)CC1 (configuration not stated)	-1	6	0.1	-2	-11	-17	-1	-5	0.2	-3
O=S(=O)(NCc1ccc(F)cc1)c1cccc(S(=O)(=O)N2CCOCC2)c1	-1	20*	-4.1	-27	-3	-51	5	0	4.2	12
COc1ccccc1NC(C#N)c1ccccc1OCc1ccccc1 (configuration not stated)	.	-1	0.5	6	-3	3	0	0	-1.2	2
CCCc1cc(=O)[nH]c(SC(C)C(=O)Nc2ccc3c(c2)OCCO3)n1 (configuration not stated)	-4	7	0.2	16	2	-18	4	0	-3.6	1
Oc1ccc(Br)cc1/C=N/Nc1ccccn1	-20	-3	-1.1	-28	0	9	0	-2	5.5	-5
FC(F)(F)c1ccc(NC2=NCCC2)cc1	-7	3	-1.4	7	-8	-30	4	-1	-1.3	5
Cc1ccc(Oc2nnc(-c3ccc(C)cc3)c3ccccc23)cc1	-1	0	8.5	0	-3	-3	-5	-6	0.1	3
CCOC(=O)CNS(=O)(=O)c1ccc(C(=O)O)cc1	-2	-5	2.3	12	-15	-29	2	-1	-2.2	1
S=C(NCCc1ccncc1)Nc1cccc2ccccc12	3	.	-0.5	.	.	.	-2	-1	.	.
C[C@H](NC(=O)OC(C)(C)C)c1nnc(SCC(=O)Nc2ccc(Br)cc2)o1	.	8	1.8	2	-2	6	-4	-4	-0.3	2
Cc1cc([N+](=O)[O-])ccc1NC(=O)CSc1nncn1-c1ccccn1	-4	-3	0.2	0	12	6	-3	2	-0.1	-2

Part of the list above, with bars between the fields.
SMILES | CAL-PDZ inh HTS | HTR5A ag ctr | LANA DNA inh | MOR-DOR inv ag | Cardiac RTF inh | HTR5A inv ctr | Keap1 Nrf2 FP | V-ATPase pH | OPRM1-OPRD1 ag | RTF Ca sens act
O=C(C1CCN(S(=O)(=O)c2ccc(Br)s2)CC1)N1CCc2ccccc21 | 3 | 5 | 1.5 | -5 | 0 | -15 | -2 | 5 | 0.9 | 12
COc1ccc(N2CCN(C(=O)CN3C(=O)NC(c4ccc(OC)cc4)(c4ccc(OC)cc4)C3=O)CC2)cc1 | -5 | 5 | 0.1 | 12 | -5 | 7 | 2 | -2 | -2.2 | -2
O=C(NC1CCc2ccccc21)C1CCN(S(=O)(=O)c2ccc(Cl)cc2)CC1 (configuration not stated) | -1 | 6 | 0.1 | -2 | -11 | -17 | -1 | -5 | 0.2 | -3
O=S(=O)(NCc1ccc(F)cc1)c1cccc(S(=O)(=O)N2CCOCC2)c1 | -1 | 20* | -4.1 | -27 | -3 | -51 | 5 | 0 | 4.2 | 12
COc1ccccc1NC(C#N)c1ccccc1OCc1ccccc1 (configuration not stated) | . | -1 | 0.5 | 6 | -3 | 3 | 0 | 0 | -1.2 | 2
CCCc1cc(=O)[nH]c(SC(C)C(=O)Nc2ccc3c(c2)OCCO3)n1 (configuration not stated) | -4 | 7 | 0.2 | 16 | 2 | -18 | 4 | 0 | -3.6 | 1
Oc1ccc(Br)cc1/C=N/Nc1ccccn1 | -20 | -3 | -1.1 | -28 | 0 | 9 | 0 | -2 | 5.5 | -5
FC(F)(F)c1ccc(NC2=NCCC2)cc1 | -7 | 3 | -1.4 | 7 | -8 | -30 | 4 | -1 | -1.3 | 5
Cc1ccc(Oc2nnc(-c3ccc(C)cc3)c3ccccc23)cc1 | -1 | 0 | 8.5 | 0 | -3 | -3 | -5 | -6 | 0.1 | 3
CCOC(=O)CNS(=O)(=O)c1ccc(C(=O)O)cc1 | -2 | -5 | 2.3 | 12 | -15 | -29 | 2 | -1 | -2.2 | 1
S=C(NCCc1ccncc1)Nc1cccc2ccccc12 | 3 | . | -0.5 | . | . | . | -2 | -1 | . | .
C[C@H](NC(=O)OC(C)(C)C)c1nnc(SCC(=O)Nc2ccc(Br)cc2)o1 | . | 8 | 1.8 | 2 | -2 | 6 | -4 | -4 | -0.3 | 2
Cc1cc([N+](=O)[O-])ccc1NC(=O)CSc1nncn1-c1ccccn1 | -4 | -3 | 0.2 | 0 | 12 | 6 | -3 | 2 | -0.1 | -2

The results go on:
SMILES	CAL-PDZ inh HTS	HTR5A ag ctr	LANA DNA inh	MOR-DOR inv ag	Cardiac RTF inh	HTR5A inv ctr	Keap1 Nrf2 FP	V-ATPase pH	OPRM1-OPRD1 ag	RTF Ca sens act
CCCCNC(=O)c1ccc(CNS(=O)(=O)c2ccc(Br)cc2)cc1	-1	-1	2.0	12	-5	2	0	-1	-2.4	4
C[C@H]1C=CC(=O)O[C@H]1c1ccccc1	2	-6	0.4	-4	-10	16	-6	2	0.7	-3
CCOc1cc(/C=C2\NC(=S)N(c3c(C)n(C)n(-c4ccccc4)c3=O)C2=O)ccc1O	-5	-1	-4.6	-8	-8	4	-8	1	1.5	3
Cc1ccccc1CN1CCN(Cc2ccccc2C(F)(F)F)CC1	.	0	-0.1	-17	-12	-15	3	0	3.2	2
Cc1ccc(OCC(O)CNS(=O)(=O)c2ccccc2C(=O)O)cc1 (configuration not stated)	-2	4	0.0	-2	-19	-5	4	2	0.4	-9
CC(C)(C)NC(=O)C(c1ccncc1)N(C(=O)Cn1nnc(-c2cccs2)n1)C1CCCCC1 (configuration not stated)	-4	-2	-0.7	9	-2	-8	-2	-5	-1.5	-6
CCc1c(C)nc2[nH]nc(NC(=O)C(F)(F)F)n2c1=O	-4	-1	0.6	6	-20	5	-5	-4	-1.0	-2
CCCNC(=O)c1cccc(S(=O)(=O)N2CC3(C)CC2CC(C)(C)C3)c1 (configuration not stated)	-2	0	-1.6	16	-6	1	-1	-3	-3.0	5
CN1/C(=C\C(=O)Nc2cccc(Cl)c2)C(C)(C)c2ccccc21	-4	-1	-1.8	-60	3	2	-1	4	8.4	-4
c1ccc(CCc2nc(-c3ccccc3)no2)cc1	3	4	1.7	-8	-2	-7	-3	-3	1.4	-3
COC(=O)c1c(C)oc(C)c1S(=O)(=O)NCc1ccc(OC)cc1	-5	-1	-0.4	5	-3	6	4	-13	-1.0	-3
Cn1c(Br)nc2c1c(=O)n(CC(O)COc1ccccc1)c(=O)n2C (configuration not stated)	.	0	0.4	16	-4	-8	-4	4	-3.8	-2
Cc1ccc(C(=O)NCCSc2ccc(Cl)cc2)cc1[N+](=O)[O-]	.	1	0.9	0	-12	-5	2	-2	0.0	-1
CCN(CC)CCCn1c2c(c(SCC(=O)Nc3nccs3)nc1=O)CCC2	-3	4	0.3	8	-8	-11	-7	-7	-1.2	7
CCN(CC)S(=O)(=O)c1ccc(N2CCOCC2)c(NC(=O)COc2ccccc2)c1	.	11	0.0	-3	-3	-5	-4	0	0.6	-1
O=C(Nc1ccon1)c1ccc(Cl)c(S(=O)(=O)N2CCCCC2)c1	-2	-2	-0.1	5	-7	11	-4	0	-1.0	4
CC(C)(C)NC(=O)CSc1nnc(-c2ccco2)n1Cc1ccco1	.	0	4.2	3	-2	-3	-7	-1	-0.5	1
CC1(C)CC(CC(=O)O)CC(C)(C)N1	5	-5	-0.4	10	-6	7	-3	0	-2.0	3
COCCN(CC(=O)Nc1cccc(C)c1C)C(=O)c1ccc(-n2cccn2)cc1	.	-1	-0.7	8	-1	4	-1	-5	-1.5	-6
Cc1ccc(OCCC(=O)OCC(=O)NNC(=O)c2ccccc2)cc1	1	-6	-1.0	7	-6	14	-2	4	-1.4	-4
Cc1ccc(NC(=O)CSc2ccc(-c3ccccn3)nn2)c(C)c1	.	-8	0.8	-12	2	21	0	3	2.9	-5
Cc1cc(Cl)n2c(nc3ccccc32)c1C#N	-7	-3	-0.8	3	-1	1	-2	-35	-0.7	0
Cc1c(C(=O)NCCSCc2cccc(C(F)(F)F)c2)cnn1-c1ccc(F)cc1	-6	-2	-0.3	-27	-6	-10	-3	2	5.5	5
COc1ccc(C2=NN(C(=O)c3ccccc3)C(c3cccc([N+](=O)[O-])c3)C2)cc1 (configuration not stated)	-20	1	1.0	4	-1	-34	1	-1	-0.8	4
COc1ccc(C(=O)NCCS(=O)(=O)NC2CCCC2)cc1	-1	0	0.0	13	-3	0	-1	2	-2.0	5
Fc1ccccc1-c1n[nH]c(=S)n1C1CC1	-3	-2	1.5	3	-9	6	-2	-1	-0.6	-3
